Assay outcomes: PubChem BioAssay, National Center for Advancing Translational Sciences (NCATS)
EPAC1 antag: antagonists of human EPAC1; EPAC1 GEF assay, Rap1b-BODIPY-GDP exchange fluorescence; Potency, µM (series often up to 115 µM), inactives show top-dose activity change, negative = inhibition, actives largely listed as inhibitors; 0.14% of 360,000 active; AID 720709;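 also: potency is read from the fitted curve at half-maximal effect; plate controls were vehicle for no effect and positive control for full effect; nearly all actives have a fitted effect of over 50% in size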
Abeta rescue: compounds reversing amyloid beta toxicity in yeast. 0.063% of 410,000 active. Potency, µM (top dose mostly 46.1 µM), without a hit: top-dose growth rescue, usual class: activators. AID 1347071. yeast expressing A-beta42, growth rescue, OD600, 48 h; response scale: 0% DMSO, 100% iron-clioquinol control; also: potency is read from the fitted curve at half-maximal effect; nearly all actives have a fitted effect of over 55% in size
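Growth rescue measured by 600 nm absorbance after 48 h yeast culture at 30 C with compound. Values normalized between DMSO and an equimolar ferric chloride plus clioquinol control.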
IL-2 act: activates IL-2 in a cell-based reporter assay | 0.065% of 360,000 active | IL-2 activation reporter assay, cell-based qHTS; stimulated with anti-CD3/CD4/CD28 beads; in transgenic mouse T cells | activation, % (series mostly up to about 46 µM) | AID 652025; in the data active = activation above about 50%; inconclusive = mostly about 30% to 49%; also: 0% is about no effect
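Unstimulated transgenic mouse T cells; 60-min compound exposure; bead-based TCR/CD4/CD28 stimulation; 18 h culture, 37 degrees C; dual fluorescence (EGFP, DsRed) plate cytometry.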
FUS yeast rescue: FUS proteinopathy suppression in yeast; S. cerevisiae FUS-expressing, growth rescue, OD600, 24 h; Potency, µM (highest dose often 76.6 µM), for the others: top-dose growth rescue (activation), most hits filed as activators; 0.24% of 390,000 active; AID 1347120;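 also: potency is read from the fitted curve at half-maximal effect; plate controls were DMSO vehicle for no effect and reference control for full effect; nearly all actives have a fitted effect of over 55% in size; some results filed as inactive show a strong effect at the top dose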
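Restored growth of FUS-toxic S. cerevisiae, read as 600 nm absorbance after 24 h at 30C in galactose medium (starting OD 0.005). Controls CP55940 and DMSO.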
WRN inhibitor: inhibitors of human WRN helicase | Potency, µM (top dose mostly 114 µM), for the others: at the top dose activity change, negative = inhibition, usual class: inhibitors | AID 651768 | 0.46% of 360,000 active | WRN helicase unwinding, fluorescent forked duplex, kinetic | Q14191; also: potency is read from the fitted curve at half-maximal effect; % is scaled to controls: 0 for no effect and ±100 for the full control effect; nearly all actives have a fitted effect of over 55% in size
Target sequence (Q14191 whole entry, looked up): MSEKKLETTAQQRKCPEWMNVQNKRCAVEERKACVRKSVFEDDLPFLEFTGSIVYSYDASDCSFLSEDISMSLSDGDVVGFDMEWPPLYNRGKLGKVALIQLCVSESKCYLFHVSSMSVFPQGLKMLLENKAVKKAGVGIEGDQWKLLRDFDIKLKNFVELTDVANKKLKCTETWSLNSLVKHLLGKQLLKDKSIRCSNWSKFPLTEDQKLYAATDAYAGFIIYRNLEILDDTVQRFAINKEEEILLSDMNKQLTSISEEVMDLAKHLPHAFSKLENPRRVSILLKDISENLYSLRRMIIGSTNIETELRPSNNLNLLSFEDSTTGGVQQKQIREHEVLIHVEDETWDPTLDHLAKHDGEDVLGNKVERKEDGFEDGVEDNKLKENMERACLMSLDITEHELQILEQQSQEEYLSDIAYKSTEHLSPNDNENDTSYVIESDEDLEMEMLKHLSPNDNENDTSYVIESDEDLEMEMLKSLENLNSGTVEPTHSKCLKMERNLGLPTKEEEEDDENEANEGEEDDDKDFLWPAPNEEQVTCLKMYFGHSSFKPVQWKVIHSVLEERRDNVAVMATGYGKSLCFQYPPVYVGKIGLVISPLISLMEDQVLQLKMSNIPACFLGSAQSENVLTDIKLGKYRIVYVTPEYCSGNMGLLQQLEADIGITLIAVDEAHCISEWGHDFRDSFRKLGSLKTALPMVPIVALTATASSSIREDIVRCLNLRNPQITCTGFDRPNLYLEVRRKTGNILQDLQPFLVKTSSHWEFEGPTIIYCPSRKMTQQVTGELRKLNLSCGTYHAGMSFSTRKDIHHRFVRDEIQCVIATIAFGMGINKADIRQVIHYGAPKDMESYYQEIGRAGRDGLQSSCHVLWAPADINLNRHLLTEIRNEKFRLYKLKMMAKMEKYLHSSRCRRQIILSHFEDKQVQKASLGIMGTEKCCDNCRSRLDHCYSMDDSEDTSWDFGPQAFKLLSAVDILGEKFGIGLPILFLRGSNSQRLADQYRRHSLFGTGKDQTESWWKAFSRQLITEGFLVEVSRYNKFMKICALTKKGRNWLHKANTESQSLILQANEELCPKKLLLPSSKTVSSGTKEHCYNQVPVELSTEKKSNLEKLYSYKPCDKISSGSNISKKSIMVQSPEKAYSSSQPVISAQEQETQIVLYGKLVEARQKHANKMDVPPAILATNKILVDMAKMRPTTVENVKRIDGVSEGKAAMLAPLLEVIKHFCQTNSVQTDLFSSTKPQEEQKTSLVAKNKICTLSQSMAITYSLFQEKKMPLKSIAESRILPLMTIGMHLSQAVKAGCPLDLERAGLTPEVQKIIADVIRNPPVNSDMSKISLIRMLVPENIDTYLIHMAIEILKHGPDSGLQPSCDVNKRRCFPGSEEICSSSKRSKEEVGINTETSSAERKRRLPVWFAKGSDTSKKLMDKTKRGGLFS
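WRN at 20 nM final preincubated with compound 15 min at room temperature; reaction started with 100 nM fluorophore/quencher forked duplex oligonucleotide and 2 mM ATP final. Unwinding followed kinetically by red fluorescence (ex 525, em 598 nm).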
EPAC1 ag: activates human EPAC1 exchange factor | EPAC1 agonist qHTS, biochemical assay; response scale: 100% = response to 6.5 mM cAMP | Potency, µM (highest dose often 154 µM), for the others: at the highest dose activation, usual class: activators | O95398 | 0.073% of 360,000 active; also: potency is read from the fitted curve at half-maximal effect; nearly all actives have a fitted effect of over 60% in size
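Read-out is the fluorescence drop as BODIPY-GDP leaves Rap1B (480 nm excitation, 540 nm emission), recorded every 5 minutes over 30 minutes. Reactions held 100 nM EPAC1, 250 nM Rap1B–BODIPY-GDP and 50 uM GDP, with 6.5 mM cAMP setting full activation.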
PI5P4K alpha inh: PI5P4K alpha (human) kinase inhibition; AID 652105; 1.2% of 330,000 active; P48426; max response, %; PI5P4Kalpha enzyme, ADP-Glo luminescence, 60 min; hits give low values; active = max response of -50% or lower; inconclusive = between -30% and -50%; inactive = -30% or higher; also: value at the top dose of about 77 µM; % is scaled to controls: 0 for no effect and ±100 for the full control effect
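Single end-point luminescence (ADP-Glo) quantified ADP from PI5P4Kalpha turnover; ATP 5 microM final, 1 h at RT, 0.1% CHAPS and 0.28 mM EGTA in HEPES pH 7.4.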
PLK1 PBD inh: PLK1 (human) polo-box domain binding inhibition; P53350; Plk1 PBD binding of FITC phosphopeptide, fluorescence polarization; Potency, µM, for inactives: max response, negative = inhibition, actives largely listed as inhibitors; 2.8% of 360,000 active; AID 720504; also: potency is read from the fitted curve at half-maximal effect; series mostly up to about 57 µM; % is scaled to controls: 0 for no effect and ±100 for the full control effect; nearly all actives have a fitted effect of over 65% in size
The depositor's hits bear a star; ? = inconclusive; . = no result given; [ ] = another dose, or the depositor's remark. Unless noted, calls follow the shape of the dose curve; as a rule, active = well fitted curve in the direction sought with a large enough effect; inconclusive = small, poorly fitted or top-dose-only effect, or another doubt; inactive = no such curve, though single readings can be large; an effect the other way counts as inactive or inconclusive. Rows are unselected (roughly 4.1% active in at least one column).

SMILES | EPAC1 antag | Abeta rescue | IL-2 act | FUS yeast rescue | WRN inhibitor | EPAC1 ag | PI5P4K alpha inh | PLK1 PBD inh
CCOC(=O)c1cc2c(ccn2C)n1CC(=O)N(CC)CC | 5% | 10% | -0.1 | 3% | 13% | -4% | -6 | -5%
Cc1c(C(=O)N2CCOCC2)c(S(=O)(=O)N2CCN(c3ccc(Cl)cc3)CC2)c(C)n1C | -19% | 6% | 1.0 | 4% | 7% | -3% | -1 | -18%
CCCCCCNc1c([N+](=O)[O-])c(=O)sc2ccccc12 | 3% | 2% | -6.7 | -10% | 3% | -3% | -1 | -7%
CCN(CC)c1ccc(C2C(C(C)=O)C(=O)CC(C)(O)C2C(C)=O)cc1 (stereo unspecified) | 2% | -6% | -0.1 | -3% | 1% | 2% | 5 | -3%
Cc1nc(NCCO)c2nnn(Cc3ccccc3F)c2n1 | 8% | -1% | 0.8 | 4% | 5% | 2% | -2 | -7%
O=C(CN1C(=O)NC2(CCc3ccccc32)C1=O)NCC(F)(F)F (stereo unspecified) | 20% | 8% | -0.2 | 0% | 18% | 8% | 1 | -11%
CC(C)C[C@@H](CO)N1CCN(Cc2cccnc2)CCC1=O | 9% | 0% | 2.3 | -10% | -9% | 6% | 0 | -6%
Cc1c(C(=O)NCc2ccc(F)cc2)c(-c2ccccc2)nn1-c1ccccc1 | 7% | ? | 1.2 | 14% | 2% | -5% | 1 | ?
CCCn1nc(NC(=O)C2CCCO2)c2cc3cccc(C)c3nc21 (stereo unspecified) | -13% | -34% | -2.5 | 39% | -8% | 10% | 15 | -12%
COc1cc(OC)c(NC(=O)Cc2cccs2)cc1Cl | -6% | -7% | 0.2 | 14% | -23% | -9% | 2 | -5%
COc1ccccc1NS(=O)(=O)c1ccc(/C=C/C(=O)O)cc1 | 16% | 10% | 0.2 | 24% | 9% | 7% | -6 | -5%
COc1ccc(NC(=O)C#Cc2ccccc2)cc1 | -27% | -19% | 0.0 | 6% | -6% | 1% | -6 | ?
CCOCCCNC(=O)C(NC(=O)c1ccc(=O)[nH]c1)c1ccc(Cl)cc1 (stereo unspecified) | -2% | 1% | -0.7 | 1% | 5% | 2% | 1 | 11%
CS(=O)(=O)N(CC(=O)Nc1ccccc1)Cc1ccc(Cl)cc1 | 11% | 5% | -2.0 | 5% | -1% | 11% | . | -7%
O=C(CN1CCCc2ccccc21)NCCc1ccc(Cl)cc1 | -27% | 26% | -2.3 | 16% | -8% | -1% | 3 | -29%
COc1cccc(CN2CCNC(=O)C2CC(=O)NCCc2ccccn2)c1 (stereo unspecified) | 7% | -5% | 0.3 | 15% | -3% | 5% | 4 | -7%
O=C(Nc1ccc2c(c1)oc1ccccc12)c1ccc(Br)o1 | -12% | 2%[9.22 µM] | 3.6 | -34% | -25% | 7% | -7 | -4%
CCCCn1c(N)c(N(CC(C)C)C(=O)CSCC(=O)Nc2ccc(OC)cc2)c(=O)[nH]c1=O | 13% | -2% | -0.2 | 25% | -11% | -4% | -3 | -4%
Cc1ccc(C)c(C2=NNC(=NCc3ccccc3)SC2)c1 | -5% | ? | 0.4 | 13% | -25% | 11% | -65* | -24%
N=c1c2c(n(Cc3ccc(Cl)cc3)c3c1CCC3)CCC2 | 9% | 9% | -4.0 | -11% | 5% | 6% | . | -5%

Part of the list above in order of formula weight, high to low.
SMILES | EPAC1 antag | Abeta rescue | IL-2 act | FUS yeast rescue | WRN inhibitor | EPAC1 ag | PI5P4K alpha inh | PLK1 PBD inh
CCCCn1c(N)c(N(CC(C)C)C(=O)CSCC(=O)Nc2ccc(OC)cc2)c(=O)[nH]c1=O | 13% | -2% | -0.2 | 25% | -11% | -4% | -3 | -4%
CCOCCCNC(=O)C(NC(=O)c1ccc(=O)[nH]c1)c1ccc(Cl)cc1 (stereo unspecified) | -2% | 1% | -0.7 | 1% | 5% | 2% | 1 | 11%
Cc1c(C(=O)NCc2ccc(F)cc2)c(-c2ccccc2)nn1-c1ccccc1 | 7% | ? | 1.2 | 14% | 2% | -5% | 1 | ?
COc1cccc(CN2CCNC(=O)C2CC(=O)NCCc2ccccn2)c1 (stereo unspecified) | 7% | -5% | 0.3 | 15% | -3% | 5% | 4 | -7%
O=C(Nc1ccc2c(c1)oc1ccccc12)c1ccc(Br)o1 | -12% | 2%[9.22 µM] | 3.6 | -34% | -25% | 7% | -7 | -4%
CS(=O)(=O)N(CC(=O)Nc1ccccc1)Cc1ccc(Cl)cc1 | 11% | 5% | -2.0 | 5% | -1% | 11% | . | -7%
O=C(CN1C(=O)NC2(CCc3ccccc32)C1=O)NCC(F)(F)F (stereo unspecified) | 20% | 8% | -0.2 | 0% | 18% | 8% | 1 | -11%
O=C(CN1CCCc2ccccc21)NCCc1ccc(Cl)cc1 | -27% | 26% | -2.3 | 16% | -8% | -1% | 3 | -29%
COc1cc(OC)c(NC(=O)Cc2cccs2)cc1Cl | -6% | -7% | 0.2 | 14% | -23% | -9% | 2 | -5%
Cc1ccc(C)c(C2=NNC(=NCc3ccccc3)SC2)c1 | -5% | ? | 0.4 | 13% | -25% | 11% | -65* | -24%
Cc1nc(NCCO)c2nnn(Cc3ccccc3F)c2n1 | 8% | -1% | 0.8 | 4% | 5% | 2% | -2 | -7%
N=c1c2c(n(Cc3ccc(Cl)cc3)c3c1CCC3)CCC2 | 9% | 9% | -4.0 | -11% | 5% | 6% | . | -5%
COc1ccc(NC(=O)C#Cc2ccccc2)cc1 | -27% | -19% | 0.0 | 6% | -6% | 1% | -6 | ?

Three compounds already listed, sorted by the value under PLK1 PBD inh, rising.
Structure,PLK1 PBD inh
O=C(CN1CCCc2ccccc21)NCCc1ccc(Cl)cc1,-29%
Cc1ccc(C)c(C2=NNC(=NCc3ccccc3)SC2)c1,-24%
COc1cccc(CN2CCNC(=O)C2CC(=O)NCCc2ccccn2)c1 (stereo unspecified),-7%

Next structures.
SMILES | EPAC1 antag | Abeta rescue | IL-2 act | FUS yeast rescue | WRN inhibitor | EPAC1 ag | PI5P4K alpha inh | PLK1 PBD inh
Cc1ccc(-c2c(C(=O)NNC(=S)NCC3CCCO3)csc2C)cc1 (stereo unspecified) | -1% | 10% | -0.5 | 15% | -2% | -14% | 0 | -4%
COC(=O)c1nnn(CC(=O)Nc2cccc(OC)c2)c1C(=O)OC | -8% | 10% | 2.8 | 21% | -3% | 2% | 0 | 0%
COC(=O)C(C)(C)ONC(=O)Nc1ccc(C)cc1 | -12% | 4% | 1.2 | 3% | -2% | -11% | 0 | -1%
O=C(Nc1ccc(OC(=O)c2ccccc2)c(-c2nc3ccccc3s2)c1)c1ccccc1 | -7% | 17% | 0.2 | 3% | 4% | -1% | 5 | -6%
O=C(CCN1CCN(c2ccccc2)CC1)Nc1ccc(OCc2ccccc2)cc1 | -6% | -8% | -0.3 | -7% | -2% | 1% | 0 | -2%
Cc1ccc(S(=O)(=O)Oc2ccccc2/C=N/NC(=O)c2nn(C)cc2[N+](=O)[O-])cc1 | -20% | 4% | -0.4 | . | -10% | -5% | -2 | 4%
